G6PDH counter: L. mesenteroides G6PDH inhibition counter-screen. Purified L. mesenteroides G6PDH, diaphorase/resazurin coupled fluorescence, 45 min. inhibition, % at 5 µM. actives 0.12% (n = 200,000). AID 1020; in the data active means inhibition above about 50%
Diaphorase inh: inhibits diaphorase or chemically oxidizes, flagging diaphorase assay artifacts; diaphorase resazurin-to-resorufin fluorescence, NADH, 16 min; bacterial (C. kluyveri) enzyme, not human; actives 0.69% (n = 190,000); inhibition, % at 20 µM;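 active means primary screen inhibition at 20 µM above a set limit, cut at about 50% in these data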;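 further: plate controls were DMSO with full reaction for no effect and wells lacking NADH for full effect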
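System: Bacterial diaphorase enzyme (C. kluyveri) | Incubation: 16-min room-temperature incubation before reading | Benchmarks: No-NADH positive control and DMSO neutral control | Measured by: Resorufin fluorescence 544/590 nm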
TNAP inh hiacc: blocks human TNAP under high phosphate acceptor concentration; P05186; purified TNAP, CDP-star luminescence, 1 M DEA; inhibition, % at 20 µM; actives 0.03% (n = 200,000); AID 1135;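 active means over 50% inhibition of tissue-nonspecific alkaline phosphatase at 20 µM in the single-dose screen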;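 further: plate controls were DMSO wells for no effect and EDTA-quenched wells as full inhibition for full effect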
PMI act satM6P: increases human PMI activity with near-saturating mannose 6-phosphate; P34949; coupled PMI enzyme assay, resazurin fluorescence, 20 min; stronger effect = higher value; 1 = untreated enzyme, 0 = substrate-free blank; activation factor at 20 µM; actives 0.34% (n = 190,000);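 active means activation factor of 2 or more at 20 µM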
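Test system – human PMI in coupled enzyme assay · Timing – 20 min incubation at room temperature · Detection – Diaphorase-driven resazurin-to-resorufin fluorescence, excitation 544, emission 590 nm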
HMGR II inh: E. faecalis class II HMG-CoA reductase inhibition | actives 0.41% (n = 190,000) | purified E. faecalis HMGR, NADPH absorbance 340 nm kinetic | inhibition, % at 10 µM;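 active means inhibition above a set limit, the median over all tested compounds plus 3 SD, cut at about 9.5% in these data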;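 further: enzyme runs in reverse so mevalonate oxidation gives rising NADPH absorbance; 0% = complete reaction with DMSO and 100% = background rate lacking mevalonate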
FLuc act counter: firefly luciferase counter-screen for stimulation assays; ATPlite luciferase biochemical, luminescence, 10 min; 0 = ATP-free wells, 1 = DMSO control; 200,000 tested, under 10 active; AID 1027; P08659; activation factor at 10 µM;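 active means luciferase activation factor, scaled between plate controls, of at least 2 with compound at 10 µM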
Target sequence (P08659 whole entry, looked up): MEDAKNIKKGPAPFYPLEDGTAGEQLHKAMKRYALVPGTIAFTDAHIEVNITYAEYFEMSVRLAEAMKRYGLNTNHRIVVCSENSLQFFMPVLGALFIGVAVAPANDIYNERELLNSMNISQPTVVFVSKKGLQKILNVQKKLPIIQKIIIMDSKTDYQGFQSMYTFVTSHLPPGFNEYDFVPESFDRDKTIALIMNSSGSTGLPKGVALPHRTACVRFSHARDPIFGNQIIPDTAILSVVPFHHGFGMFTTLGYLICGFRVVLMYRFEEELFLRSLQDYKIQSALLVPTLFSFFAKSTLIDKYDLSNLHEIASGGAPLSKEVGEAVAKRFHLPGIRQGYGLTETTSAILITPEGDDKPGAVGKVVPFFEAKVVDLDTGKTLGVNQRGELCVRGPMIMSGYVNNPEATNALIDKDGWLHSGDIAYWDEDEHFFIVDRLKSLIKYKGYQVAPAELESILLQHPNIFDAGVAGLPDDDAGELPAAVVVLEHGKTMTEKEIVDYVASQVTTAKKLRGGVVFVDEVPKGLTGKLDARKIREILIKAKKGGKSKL
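System: cell-free luciferase reagent; medium: PBS as buffer for the ATP substrate; doses: test compounds dosed from 2 mM stocks in 100% DMSO; incubation: 10 min, room temperature; measured by: luminescence from luciferase reaction; read-out: luciferase activation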
TNAP inh noacc: blocks human TNAP activity with no phosphate acceptor present. actives 0.26% (n = 200,000). inhibition, % at 20 µM. purified TNAP, CDP-star luminescence, 30 min;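 active means tissue-nonspecific alkaline phosphatase inhibition above about 50% at 20 µM in the single-dose screen, limit read from the data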;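 further: 0% = DMSO negative control and 100% = EDTA positive control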
PMI act: phosphomannose isomerase (human) activation; purified human PMI, coupled resazurin fluorescence, 20 min; stronger effect = higher value; 1 = vehicle control, 0 substrate-free wells; AID 1214; actives 0.005% (n = 190,000); activation factor at 20 µM;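 active means activation factor of 2 or more at 20 µM, relative to plate controls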
Diaphorase act: activates diaphorase or chemically reduces, flagging diaphorase assay artifacts. Diaphorase/resazurin coupled assay, resorufin fluorescence, 16 min; stronger effect = higher value; 1 = vehicle wells, 0 = NADH-free wells. activation factor at 20 µM. actives 0.005% (n = 190,000);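 active means diaphorase activity raised at least twofold by the compound at 20 µM; inactive means activation factor below 2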
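Material: bacterial diaphorase enzyme (C. kluyveri); amount: enzyme 0.07 U/mL final; reagent: NADH substrate 0.114 mM plus resazurin dye 0.1 mM, final; doses: single compound dose of 20 µM, 1% DMSO final; timing: 16 min enzyme reaction, ambient temperature; measured by: fluorescence of resorufin, 544 nm excitation, 590 nm emission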
TNAP act hi DEA: TNAP (human) activation, high acceptor | activation factor at 20 µM | purified TNAP, CDP-star luminescence, 1 M DEA, 30 min; stronger effect = higher value; 0 = EDTA background, 1 = DMSO-only activity | P05186 | 200,000 tested, under 10 active;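 active means activation factor at least 2 at 20 µM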
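system = human TNAP | amount = enzyme diluted 1/800 final | reagent = 100 µM CDP-star substrate | signal = luminescent substrate turnover signal | dosing = one dose, 20 µM | benchmarks = EDTA negative control, DMSO positive control | measure = activation factor | timing = 30 min reaction, room temperature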
Active calls of the source: *.

Each structure is followed by: G6PDH counter | Diaphorase inh | TNAP inh hiacc | PMI act satM6P | HMGR II inh | FLuc act counter | TNAP inh noacc | PMI act | Diaphorase act | TNAP act hi DEA
O=C(/C=C/c1ccc2c(c1)OCCCO2)c1ccccc1O
→ 0.9 | 23.2 | -0.1 | 0.9 | -7.5 | 0.2 | 1.7 | 1 | 0.8 | 1
CC1(C)CC(=O)C=C(NNC(=O)C2CCCCC2)C1
→ 6.4 | -2.1 | -3.7 | 1.1 | -3.5 | 1 | -7.6 | 1.1 | 1 | 1
COc1ccc(C(=O)N/N=C/c2ccc(OC(=O)c3cccs3)cc2)cc1
→ -20.4 | 1.7 | -1.3 | 1.1 | -2.3 | 1 | -1.3 | 1 | 1 | 1
CCOC(=O)Cc1nnc(NC(=O)COc2ccc(F)cc2)s1
→ 7.1 | 18.5 | -7.0 | 1 | -3.7 | 1.1 | -13.4 | 1 | 0.8 | 1.1
Cc1noc(NS(=O)(=O)c2ccc(NC(=O)CSc3nc4c(cc3C#N)CCCCC4)cc2)c1C
→ 3.7 | 7.9 | -3.9 | 1.1 | -2.1 | 1 | -13.9 | 1.1 | 0.9 | 1
CCOc1cc(-c2nc(C)c(C(C)=O)n2O)ccc1OCC(=O)Nc1ccc(F)cc1
→ -4.0 | 7.1 | -1.0 | 1 | 1.4 | 1 | -16.3 | 1 | 0.9 | 1
CNC(=O)c1ccc(OC2CSC2)cc1
→ 5.4 | -4.3 | -3.7 | 1.1 | -2.5 | 1.1 | -0.4 | 1 | 1 | 1
Cc1cc(C)cc(NC(=O)CSc2nc3c(c(=O)[nH]2)CN(Cc2ccc(F)cc2)CC3)c1
→ -12.8 | -0.3 | 1.2 | 1 | -6.0 | 1.1 | -9.6 | 1 | 1 | 1
CCO[C@@H]1OC(C(=O)N2CCOCC2)=C[C@H](c2coc3ccccc3c2=O)[C@H]1CCCO
→ 9.2 | 49.0 | -8.7 | 0.9 | -2.6 | 0.8 | -6.3 | 0.9 | 0.5 | 1.1
COc1ccc(OC)c(NC(=O)CSCc2cnn(-c3ccccc3)c2-n2cccc2)c1
→ 5.8 | 24.1 | -4.6 | 0.8 | -2.8 | 1.1 | -11.0 | 0.8 | 0.8 | 1
O=C(Nc1ccccc1C(=O)N1CCCC1)c1ccccc1
→ 2.9 | 4.9 | 3.8 | 1 | -2.2 | 1 | -5.9 | 0.9 | 1 | 1
CCCN1C(=O)/C(=C/c2ccc3c(c2)OCO3)NC1=S
→ 2.6 | 13.9 | 4.7 | 1.1 | -0.8 | 1 | 6.6 | 1.1 | 0.9 | 1
OC(CNC1CCCC1)COc1ccc(-c2ccccc2)cc1 (configuration not stated)
→ 7.0 | -6.9 | -6.5 | 1 | -2.5 | 1.1 | -10.0 | 1 | 1.1 | 1.1
Cc1cc(=O)n2[nH]c(N)c(N=Nc3ccccc3F)c2n1
→ 0.9 | 13.7 | 17.9 | 0.8 | 3.1 | 1 | 12.5 | 0.9 | 0.9 | 0.8
COc1ccc(CNC(=O)OCCN2CCN(Cc3ccccc3)CCC2=O)cc1
→ 4.5 | 0.5 | -2.0 | 1 | -6.8 | 1.1 | -1.4 | 1 | 1 | 1
O=[N+]([O-])c1cccc(NC(=S)N2CCc3ccccc3C2)c1
→ 3.2 | -1.5 | -2.9 | 1 | -5.0 | 1 | -5.7 | 1 | 1 | 1
COC(=O)c1cc(=O)nc2sccn12
→ 1.4 | 5.5 | 0.3 | 1.1 | -5.2 | 1 | -7.0 | 1 | 0.9 | 1
CCOC(=O)c1c(/N=C/N(C)C)sc(C(=O)OC)c1C
→ 3.8 | 0.1 | -9.3 | 1.1 | -2.9 | 1 | -0.2 | 1 | 1 | 1.1
COCCNC(=O)[C@H](C)[C@H]1C[C@]1(C)[C@H](NC(=O)OCc1ccccc1)c1ccccc1
→ 15.5 | 7.6 | -1.2 | 1 | -1.8 | 1 | -5.8 | 0.9 | 0.9 | 1
CS(=O)(=O)N(Cc1ccccc1Cl)c1ccc(C(=O)NCc2ccccn2)cc1
→ -2.6 | 13.1 | -6.8 | 0.9 | 0.5 | 1 | -6.2 | 0.9 | 0.9 | 1.1
CC1(NC(=S)N(CCO)CCO)CCS(=O)(=O)C1 (configuration not stated)
→ 10.5 | -5.8 | -6.4 | 1 | 3.6 | 1 | -3.6 | 0.8 | 1.1 | 1.1
Cc1ccc(NC2=NCC(=O)N2CCc2ccccc2)cc1C
→ 14.5 | 18.3 | -2.9 | 1 | 1.1 | 1.1 | -12.1 | 0.9 | 0.8 | 1
CCC1S/C(=C(\C#N)C(N)=O)N(c2ccc(F)cc2)C1=O (configuration not stated)
→ -5.2 | 11.7 | -2.9 | 1 | -3.2 | 1.1 | -14.6 | 1 | 0.9 | 1
CCCCn1c(-c2csc3ccccc23)n[nH]c1=S
→ -3.2 | 22.3 | -7.3 | 0.9 | -6.5 | 1.1 | 18.0 | 0.9 | 0.8 | 1.1
CC(=O)C1=C(C)NC(SCC(N)=O)=C(C#N)C1c1cccs1 (configuration not stated)
→ 8.1 | 13.0 | -3.5 | 1.4 | -6.5 | 1 | -6.4 | 1 | 0.9 | 1
Cc1cc(C)c2[nH]c(=O)c(CN(Cc3cccs3)C(=S)NCC3CCCO3)cc2c1 (configuration not stated)
→ 1.8 | 16.8 | -3.0 | 0.9 | -1.1 | 1.1 | -16.2 | 0.8 | 0.8 | 1
N/C(=N\OC(=O)COc1cc(Cl)c(Cl)cc1Cl)c1ccccn1
→ -4.1 | 11.8 | -3.1 | 0.9 | -1.2 | 0.9 | -9.0 | 0.9 | 0.9 | 1
COc1ccccc1N(C)S(=O)(=O)c1ccc(C(=O)OCC(=O)c2c[nH]c3ccccc23)cc1
→ 9.9 | 19.9 | 3.4 | 0.8 | -4.7 | 1 | 0.2 | 0.9 | 0.8 | 1
COc1ccc(N(C(C)=O)S(=O)(=O)c2cc(OC)ccc2OC)cc1
→ 2.6 | 6.7 | -6.3 | 1 | -3.6 | 1 | -11.8 | 1 | 0.9 | 1.1
COc1ccnc(Nc2ccc(C)c(C)c2)c1C#N
→ -4.0 | 37.1 | 0.0 | 0.8 | -2.8 | 1 | 2.1 | 0.8 | 0.6 | 1

Next part
Structure	G6PDH counter	Diaphorase inh	TNAP inh hiacc	PMI act satM6P	HMGR II inh	FLuc act counter	TNAP inh noacc	PMI act	Diaphorase act	TNAP act hi DEA
CCOC(=O)N1CCN(c2c(NCCCN(CC)CC)c(=O)c2=O)CC1	9.2	0.0	-8.4	1	-4.8	1	-6.9	1	1	1.1
CC(C)C[C@H](NC(=O)Nc1cccc(Br)c1)C(=O)O	10.8	1.1	1.5	1	-6.1	1.1	-3.8	1.1	1	1
O=S(=O)(NCCNS(=O)(=O)c1ccc(F)cc1)c1ccc(F)cc1	-0.6	16.1	-2.2	1	-3.2	1.1	-6.8	0.9	0.8	1
Clc1ccc(-c2csc(N3CCOCC3)n2)cc1	6.7	9.5	-5.8	1	-10.9	0.8	-8.5	0.9	0.9	1.1
COc1ccc(O[C@H]2C=C[C@@H](c3ccccc3)O[C@@H]2COC(=O)CC/C(C)=N/O[C@@H](C)CN2CCCCc3nc(C)c(C)cc32)cc1	16.2	8.9	-3.6	1	-5.7	1.1	-2.4	1.1	0.9	1
O=C1c2ccccc2C(=O)N1CCCc1nc2ccccc2c(=O)n1Cc1ccco1	8.3	17.0	-9.7	0.9	-4.9	1.1	-11.1	1.1	0.8	1.1
COc1ccc(Cn2c(=O)n(Cc3ccco3)c(=N)c3c4c(sc32)COC(C)(C)C4)cc1	4.2	32.0	-6.9	1	-3.0	1.1	-10.4	0.9	0.7	1.1
Cc1cccc(OCC(=O)NN2C(=O)C3C4C=CC(O4)C3C2=O)c1 (configuration not stated)	9.5	3.9	-4.4	1.3	-10.8	1.1	-11.3	1	1	1
Cc1ccccc1N=C(NO)c1nonc1N	2.0	-3.2	-6.0	1	-6.0	1	-5.5	1	1	1.1
CN(C)/C=N/c1c(C#N)cnn1-c1nc2ccccc2s1	2.9	13.7	1.0	1	-1.5	1	-5.7	1	0.9	1

Screening data (PubChem)
